UPR XBP1 act: activators of adaptive XBP1 UPR arm, primary screen, cell-based, CHO-XBP1 luciferase reporter, luminescence, uHTS | IRE1-XBP1 UPR activation; percent of tunicamycin response, DMSO as zero | activation, % at 20 µM | 330,000 compounds, 0.33% hits;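 active = versus positive control, 20 µM dose yields 30% or more activation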;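 note: 100% = tunicamycin at 10 µg/mL and 0% = DMSO only wells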
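Test system: CHO-XBP1 luciferase reporter cells | Buffer or medium: Serum-containing F12 medium, 10% FBS | Schedule: 6 h compound exposure at 37 °C, 5% CO2 | Detection: Steady-Glo luciferase glow luminescence, 10 min after reagent addition | Read-out basis: Activation, % of tunicamycin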
APJ ag: agonists of human apelin receptor APJ, primary screen, CHO-K1 cells, PathHunter beta-arrestin, luminescence. P35414. 0% DMSO wells, 100% apelin. activation, % at 20 µM. 330,000 compounds, 0.11% hits. AID 2520, 2010;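 active = activation more than six SD over the plate average, tested at 20 µM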;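 note: 0% = DMSO alone and 100% = apelin-13 at 10 nM; some results filed as inactive read as strong as hits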
Target sequence (P35414 whole entry, looked up): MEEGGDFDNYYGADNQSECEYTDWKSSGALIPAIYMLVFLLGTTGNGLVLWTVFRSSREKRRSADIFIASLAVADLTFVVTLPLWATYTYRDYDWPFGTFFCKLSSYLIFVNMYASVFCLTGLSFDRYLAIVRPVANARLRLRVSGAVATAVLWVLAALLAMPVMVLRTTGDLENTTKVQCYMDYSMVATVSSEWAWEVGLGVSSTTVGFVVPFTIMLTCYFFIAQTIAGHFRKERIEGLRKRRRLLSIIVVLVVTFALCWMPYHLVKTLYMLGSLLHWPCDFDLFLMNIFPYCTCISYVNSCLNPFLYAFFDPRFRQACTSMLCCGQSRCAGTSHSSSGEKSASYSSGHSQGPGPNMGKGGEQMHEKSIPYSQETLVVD
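Incubation: overnight seeding, 90 min compound at 25 °C, 1 h detection; test system: PathHunter CHO-K1 APJ (AGTRL-1) beta-arrestin reporter cells; amount: 1000 cells/well; doses: one dose, 20 µM compound, 1% DMSO; measured by: beta-gal luminescence; measure: agonist-driven arrestin binding to APJ; benchmarks: negative DMSO alone, positive Apelin-13 at 10 nM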
tim10-1 inh: growth inhibitors of tim10-1 mutant yeast, primary screen, luminescence, uHTS; inhibition, % at 20 µM; 330,000 compounds, 2.2% hits; AID 463190, 2010; S. cerevisiae tim10-1 ts strain growth, BacTiter-Glo, 24 h;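 active = inhibition of at least 40%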;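 note: mutant grown at 25 °C; 0% = DMSO wells with yeast and 100% = wells holding no yeast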
TIM10 inh: growth inhibitors of isogenic TIM10 control yeast, primary screen, counter-screen for tim10-1 yeast inhibitor project, luminescence, uHTS; S. cerevisiae TIM10 strain growth, BacTiter-Glo luminescence, 24 h; inhibition, % at 10 µM; 330,000 compounds, 1.4% hits;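 active = inhibition of 40% or more at the single tested concentration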;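 note: wild-type TIM10 isogenic control strain grown at permissive 25 °C; 0% = DMSO yeast wells and 100% = minimal medium wells without yeast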
APJ antagonist: antagonists of human apelin receptor APJ, primary screen, CHO-K1 cells, beta-arrestin complementation, luminescence; AID 2521, 2010; inhibition, % at 20 µM; 330,000 compounds, 0.32% hits; P35414;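 active = inhibition above about 40% at 20 µM, limit read from the data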;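 note: cells challenged with 10 nM apelin-13 agonist together with compound; plate controls were apelin-13 plus DMSO wells for no effect and DMSO wells lacking apelin-13 for full effect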
CXCR6 inh: CXCR6 receptor inhibitors, primary screen, cell-based, beta-arrestin, luminescence, CHO-K1 PathHunter, 1536-well; 360,000 compounds, 0.36% hits; AID 602244, 2012; C-X-C chemokine receptor type 6 (Homo sapiens), O00574; inhibition, % at 20 µM; in the data active = inhibition above about 34%, passing the limit was not always enough;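 note: antagonist mode with CXCL16 agonist at 10 nM final; 0% = 10 nM CXCL16 with DMSO and 100% = unstimulated wells without agonist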
Target sequence (O00574 whole entry, looked up): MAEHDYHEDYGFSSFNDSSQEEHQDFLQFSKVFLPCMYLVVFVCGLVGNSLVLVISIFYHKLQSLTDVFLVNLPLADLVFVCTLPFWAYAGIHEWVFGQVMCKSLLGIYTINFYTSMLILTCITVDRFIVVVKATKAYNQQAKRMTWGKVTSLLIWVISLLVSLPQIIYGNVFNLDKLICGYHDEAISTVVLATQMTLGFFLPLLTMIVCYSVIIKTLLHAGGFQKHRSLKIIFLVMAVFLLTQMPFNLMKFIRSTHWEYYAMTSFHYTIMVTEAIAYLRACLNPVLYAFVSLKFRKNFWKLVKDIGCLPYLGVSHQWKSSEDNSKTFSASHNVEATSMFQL
Mdm2-MdmX inh: inhibitors of human Mdm2-MdmX association, primary screen, cell-based, luminescence, split luciferase, SaOS-2, uHTS; SaOS-2 split-luciferase Mdm2/MdmX complementation; inhibition, % at 8 µM; 330,000 compounds, 3% hits; AID 485346, 2010;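 active = inhibition of at least 50% at 8 µM in the primary screen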
tim23-1 inh: growth inhibitors of tim23-1 mutant yeast, primary screen, luminescence, uHTS; S. cerevisiae tim23-1 growth, BacTiter-Glo luminescence, 24 h; inhibition, % at 20 µM; 330,000 compounds, 1.3% hits; AID 463212, 2010;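 active = growth inhibition of the mutant yeast at or above 50%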;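 note: temperature-sensitive mutant grown at 25 °C; plate controls were DMSO-treated mutant yeast for no effect and medium wells lacking yeast for full effect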
CHOP UPR activ: activators of apoptotic CHOP UPR arm, primary screen, cell-based, CHO-CHOP luciferase reporter, luminescence, uHTS; UPR activation; percent of tunicamycin response over DMSO baseline; activation, % at 10 µM; 330,000 compounds, 0.34% hits; AID 449763, 2010;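 active = at 10 µM dose, activation of 40% or more, normalized to positive control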;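 note: 100% = tunicamycin at 10 µg/mL and 0% = DMSO alone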
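System: CHO-CHOP luciferase reporter cell line | Buffer or medium: F12 medium containing 10% fetal bovine serum | Doses: One dose, 10 µM in 0.5% DMSO | Times: 6 h compound exposure at 37 °C after overnight seeding | Signal: Luciferase luminescence | Read-out: % activation vs tunicamycin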
* marks the source's active call; other numbers are inactive results; / = no result given. This is a subset; rates above refer to the full screens.

SMILES | UPR XBP1 act | APJ ag | tim10-1 inh | TIM10 inh | APJ antagonist | CXCR6 inh | Mdm2-MdmX inh | tim23-1 inh | CHOP UPR activ
CC(=O)N1CCC(N(CCN2CCOCC2)C(=S)Nc2c(C)cccc2C)CC1 | -2 | -3 | -6 | -15 | 19 | 0 | 19 | -1 | -2.6
Cc1ccc(C(=O)NCC(=O)Nc2ccc(Cl)cc2)s1 | -2 | 1 | -69 | -43 | 12 | 3 | 19 | -12 | -0.1
Cc1cc(C)cc(NC(=O)C2CCCN(S(=O)(=O)c3ccc4[nH]c(=O)ccc4c3)C2)c1 (configuration not stated) | 2 | -3 | -14 | 12 | -56 | -4 | 7 | -6 | 0.9
O=C(O)c1ccc(NC(=S)NC(=O)c2ccc(-c3ccccc3)cc2)cc1 | 0 | -4 | -3 | -1 | 24 | 18 | -30 | 0 | 3.8
COc1ccc(Oc2coc3cc(OCC(=O)N4CCCCC4)ccc3c2=O)cc1 | -1 | -1 | 26 | 8 | -9 | / | -9 | 19 | 1.6
COc1ccc(OC)c(S(=O)(=O)N2Cc3ccccc3CC2C(=O)O)c1 (configuration not stated) | -1 | -3 | 5 | -21 | 9 | 6 | 23 | -4 | -0.9
OCCNCCOc1ccccc1F | 0 | -2 | 7 | 1 | -4 | 6 | 5 | 11 | -0.2
COc1ccc(S(=O)(=O)n2nc(-n3c(C)ccc3C)c3c(F)cccc32)cc1OC | -2 | -3 | 24 | 31 | 12 | 4 | 22 | 33 | -0.9
O=C(c1ccccc1)N1CCOC12CCN(c1ncc(C(F)(F)F)cc1Cl)CC2 | -2 | -6 | 14 | 23 | -2 | -13 | 15 | 24 | -0.5
CCOC(=O)CS(=O)(=O)CC(=O)Nc1ccc([N+](=O)[O-])cc1OC | -2 | -1 | 8 | 0 | -7 | -12 | 17 | 20 | 0.7
COC(=O)c1ccc(NS(=O)(=O)c2cc3c4c(c2)CCC(=O)N4CCC3)cc1 | -2 | -6 | -12 | -8 | -14 | -1 | 1 | 2 | -1.3
Cc1ccc(NC(=O)CN2C(=O)CSC2=O)cc1 | -3 | -1 | 7 | -9 | 7 | 12 | -5 | -2 | -1.0

Whole records from above. Order of screens: UPR XBP1 act, APJ ag, tim10-1 inh, TIM10 inh, APJ antagonist, CXCR6 inh, Mdm2-MdmX inh, tim23-1 inh, CHOP UPR activ
COc1ccc(OC)c(S(=O)(=O)N2Cc3ccccc3CC2C(=O)O)c1 (configuration not stated) in the list: -1, -3, 5, -21, 9, 6, 23, -4, -0.9
COC(=O)c1ccc(NS(=O)(=O)c2cc3c4c(c2)CCC(=O)N4CCC3)cc1 in the list: -2, -6, -12, -8, -14, -1, 1, 2, -1.3

Following part:
SMILES | UPR XBP1 act | APJ ag | tim10-1 inh | TIM10 inh | APJ antagonist | CXCR6 inh | Mdm2-MdmX inh | tim23-1 inh | CHOP UPR activ
CC1(CC(=O)O)SC(=O)NC1=O (configuration not stated) | -2 | -2 | 0 | -4 | -7 | 7 | 2 | 4 | -0.9
CCOc1cc(C(=O)N[C@@H](C)C(=O)N2CCC3(CC2)NCCc2[nH]cnc23)cc(OCC)c1OCC | -2 | -2 | -4 | 3 | -14 | -1 | 16 | -5 | 0.9
O=C(CN(Cc1ccc(Br)cc1)S(=O)(=O)c1ccccc1)NCc1cccnc1 | -3 | -2 | 35 | 2 | 0 | 6 | -9 | 17 | -0.3
C#Cc1ccc([C@@H]2C=C(C(=O)N3CCN(Cc4ccc5c(c4)OCO5)CC3)O[C@H](OCCCCO)C2)cc1 | -1 | -1 | 24 | 11 | -76 | -4 | 7 | 18 | 1.3
Cc1nc2ccccc2nc(=O)c1NNc1ccc([N+](=O)[O-])cc1 | -2 | 4 | -34 | -18 | -5 | 4 | -2 | -14 | 0.0
C=C(C)c1cccc(C(C)(C)NC(=O)N2CCCC(C)C2)c1 (configuration not stated) | -7 | -2 | 12 | 8 | -17 | -19 | -1 | 24 | 0.8
Cc1ccc(Nc2cc(=O)oc3ccccc23)c(C)c1 | -1 | -4 | 18 | 19 | 11 | -1 | 21 | 6 | -3.4
Clc1ccc(OCCOCCN2CCCCC2)c(Br)c1 | 0 | -3 | -5 | -18 | 18 | 1 | -10 | 14 | -0.4
C=CCC[C@H](Cc1ccc(F)cc1)C(=O)OC[C@H](C)NC(=O)[C@@H](CC=C)CC(=O)N[C@H](CO)Cc1ccccc1 | -2 | -2 | -1 | 9 | -8 | -4 | 7 | 1 | 2.0
CCCN1C(=O)/C(=C/c2ccc(C)s2)SC1=Nc1ccc(OC)cc1 | -1 | -7 | 7 | 6 | 13 | 10 | 10 | -6 | -1.8
O=C(COc1ccc(S(=O)(=O)NCc2ccccc2)cc1)N1CCOCC1 | -2 | 2 | 12 | 1 | -8 | 4 | 20 | 10 | 0.4
CC(=O)Oc1ccc(N2C(=O)C3C(C2=O)C2C=CC3C23CC3)cc1[N+](=O)[O-] (configuration not stated) | -1 | -3 | 9 | 0 | 9 | 6 | 10 | 19 | -0.7
CSc1nsc(SC)c1C(=O)OCC(F)(F)F | -3 | -1 | 16 | -6 | 13 | -9 | 16 | 4 | -2.3
CC(=O)N1CCCN(Cc2cn(-c3cccc(C)c3)nc2-c2cccc(F)c2)CC1 | 3 | -4 | 25 | 24 | 7 | 2 | -8 | 31 | 3.3
O=C1CC2(CCN(C(=O)COc3ccccc3)CC2)Oc2ccccc21 | -3 | 0 | 14 | 5 | 8 | -2 | -13 | 11 | 1.2
Cc1ccccc1NC(=O)Cc1nc(COC(=O)c2cc(Br)ccc2O)cs1 | -1 | -3 | -1 | -8 | -5 | 2 | 5 | 3 | -0.8
COc1ccc(-c2nn3c(-c4cccc(C)c4)nnc3s2)cc1OC | 2 | -2 | 39 | 22 | 8 | 6 | 36 | 3 | 0.4
CC(C)n1c(=O)[nH]c2ccccc21 | -1 | -1 | -4 | -12 | 1 | -9 | 11 | -10 | -0.7
Cc1nc(C(=O)NC(C)C)nn1-c1cc(Cl)cc(Cl)c1 | 0 | -2 | -2 | -7 | 4 | -3 | -8 | 10 | 1.6
O=C(Nc1ccccc1)C1CC(=O)N(C2CCCCC2)C1 (configuration not stated) | 0 | 1 | 5 | -20 | -9 | -7 | 10 | 10 | -0.8
O=C1OCc2cc(NS(=O)(=O)c3cccs3)ccc21 | 1 | -4 | 4 | 5 | 9 | -8 | 6 | -3 | -0.1
CCc1ccc(C)[n+](CC(=O)c2cccs2)c1 | 3 | -4 | -12 | 8 | 16 | -9 | -13 | 14 | 2.2
COC(=O)c1cc(Br)ccc1-c1ccc(/C=N/n2nnnc2N)o1 | 12 | -1 | 17 | 6 | 8 | 2 | 0 | 10 | 0.0
O=C(c1cccs1)N(Cc1cccc(Cl)c1)C1CCS(=O)(=O)C1 (configuration not stated) | -1 | 0 | 18 | -16 | -3 | 9 | -10 | 3 | -0.2

Reformatted: 5 of the compounds above.
compound	UPR XBP1 act	APJ ag	tim10-1 inh	TIM10 inh	APJ antagonist	CXCR6 inh	Mdm2-MdmX inh	tim23-1 inh	CHOP UPR activ
CSc1nsc(SC)c1C(=O)OCC(F)(F)F	-3	-1	16	-6	13	-9	16	4	-2.3
COc1ccc(-c2nn3c(-c4cccc(C)c4)nnc3s2)cc1OC	2	-2	39	22	8	6	36	3	0.4
O=C1OCc2cc(NS(=O)(=O)c3cccs3)ccc21	1	-4	4	5	9	-8	6	-3	-0.1
CC(C)n1c(=O)[nH]c2ccccc21	-1	-1	-4	-12	1	-9	11	-10	-0.7
Cc1nc(C(=O)NC(C)C)nn1-c1cc(Cl)cc(Cl)c1	0	-2	-2	-7	4	-3	-8	10	1.6

5 entries already listed, arranged by the number in UPR XBP1 act, smallest number first:
Compound	UPR XBP1 act	APJ antagonist	CXCR6 inh	Mdm2-MdmX inh
O=C1CC2(CCN(C(=O)COc3ccccc3)CC2)Oc2ccccc21	-3	8	-2	-13
CC(C)n1c(=O)[nH]c2ccccc21	-1	1	-9	11
O=C1OCc2cc(NS(=O)(=O)c3cccs3)ccc21	1	9	-8	6
CC(=O)N1CCCN(Cc2cn(-c3cccc(C)c3)nc2-c2cccc(F)c2)CC1	3	7	2	-8
COC(=O)c1cc(Br)ccc1-c1ccc(/C=N/n2nnnc2N)o1	12	8	2	0

(cont.)
SMILES | UPR XBP1 act | APJ ag | tim10-1 inh | TIM10 inh | APJ antagonist | CXCR6 inh | Mdm2-MdmX inh | tim23-1 inh | CHOP UPR activ
CCOC(=O)c1cc(-c2ccc(Cl)cc2)nc2onc(C)c12 | -2 | -3 | 18 | 22 | -6 | / | -1 | 8 | -3.5
CCC1CCc2c(sc(NC(=O)C3CC=CCC3C(=O)O)c2C#N)C1 (configuration not stated) | -3 | -4 | 12 | 11 | -10 | 4 | -4 | 21 | 0.7
O=C(COc1ccccc1)NCC(=O)N/N=C/c1ccc(Br)cc1 | 3 | 8 | 11 | 16 | -3 | -4 | 2 | 5 | 1.5
COc1ccc(-c2cc(C(=O)N(C)Cc3ccc(OC)c(OC)c3OC)c3ccccc3n2)cc1OC | -4 | -2 | -1 | -16 | -14 | -14 | 63* | 2 | 0.5
S=C(NCc1ccco1)N/N=C/c1ccccc1Cl | -1 | -3 | 20 | 22 | 23 | 2 | 9 | 20 | 1.8
Cn1ccnc1CN1CCN(C(=O)c2cc(COc3ccc(F)c(F)c3)on2)CC1 | -2 | 1 | 5 | 2 | 7 | -4 | 30 | 6 | 2.8
CNC(=O)C(=O)NCC1OCCN1S(=O)(=O)c1ccc(OC)c(OC)c1 (configuration not stated) | -4 | 1 | -22 | -1 | 4 | 10 | 16 | -5 | 2.0
CC1(C)SCC(C(=O)O)N1C=O (configuration not stated) | -2 | -1 | 4 | 2 | 7 | -9 | -10 | -8 | -1.4
CCN=C1SC(CC(=O)Nc2sc3c(c2C#N)CCCC3)C(=O)N1CC (configuration not stated) | 4 | -2 | 9 | 11 | 1 | 6 | 21 | 1 | -0.2
O=C(NC1CCCCC1)c1cc(S(=O)(=O)N2CCOCC2)c(Cl)cc1Cl | -5 | 1 | 9 | -5 | 0 | -2 | 13 | -3 | -0.4
COc1cc(OC)nc(NC(=O)COC(=O)C2CCCCC2)n1 | -1 | -3 | 38 | 9 | -4 | 9 | 16 | 29 | 0.0

Source: PubChem BioAssay
